# phage Ecoli inh – E. coli growth loss with phage present. growth absorbance. inhibition, % at 11.9 µM. 0.26% of 360,000 active. AID 651602; in the data active = inhibition above about 11%
# CAL PDZ FP – inhibitors of human CAL PDZ peptide binding; Q9HD26; purified CAL PDZ, TMR-peptide fluorescence polarization, 1 h; inhibition, % at 20 µM; 0.02% of 330,000 active; AID 504414;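 active = highest replicate inhibition of at least 40%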;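 note: plate controls were DMSO neutral control wells for no effect and unlabeled competitor peptide control wells for full effect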
#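 material = purified tagged CAL PDZ domain construct (CerCALP) | buffer or medium = sodium phosphate/NaCl buffer pH 7.4 with TCEP, IgG, Thesit | reagent = TMR-labelled reporter peptide T*-PRC34 bound in PDZ groove | incubation = 1 h room-temperature incubation prior to read | measured by = fluorescence polarization (mP) | evaluation = percent inhibition from loss of millipolarization | control set = unlabelled peptide and DMSO controls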
# Rtt109 Vps75 – blocks Candida albicans Rtt109/Vps75 acetyltransferase activity | purified Rtt109/Vps75, ThioGlo CoA-SH fluorescence, 4 h | 0.16% of 330,000 active | AID 540336 | Q5AAJ8 | inhibition, % at 34.9 µM;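 active = inhibition of at least 50% in every replicate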
# Target sequence (Q5AAJ8 whole entry, looked up): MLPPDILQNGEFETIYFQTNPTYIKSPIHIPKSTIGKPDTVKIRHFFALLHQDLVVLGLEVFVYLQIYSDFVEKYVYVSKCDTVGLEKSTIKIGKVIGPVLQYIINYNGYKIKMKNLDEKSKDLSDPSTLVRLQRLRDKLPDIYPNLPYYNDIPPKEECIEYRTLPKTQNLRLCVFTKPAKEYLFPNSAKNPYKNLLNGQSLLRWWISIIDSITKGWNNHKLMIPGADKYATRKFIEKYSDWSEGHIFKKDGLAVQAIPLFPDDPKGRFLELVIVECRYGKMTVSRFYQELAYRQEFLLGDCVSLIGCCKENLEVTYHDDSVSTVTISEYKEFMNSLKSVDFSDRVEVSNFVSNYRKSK
# Ecoli viability – counter-screen for AddAB inhibitors: E. coli growth inhibition; inhibition, % at 11.9 µM; 0.27% of 330,000 active; E. coli V3065 growth, OD600 absorbance, 18 h;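 active = inhibition above the campaign's mean inhibition across all tested compounds plus 3 SD, cut at about 9.9% in these data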;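 note: uninfected addAB+ strain grown without phage in ampicillin broth; 0% = DMSO wells and 100% = ciprofloxacin 0.95 µg/ml wells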
# Wnt act – activators of Wnt/beta-catenin signaling | 1.2% of 300,000 active | activation, % at 9.35 µM | Wnt/beta-catenin reporter cell assay, activator, plate reader; in the data active = activation above about 30%, passing the limit was not always enough;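 note: 0% = neutral control wells and 100% = positive control wells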
# AddAB inh – less growth of phage-infected E. coli with AddAB | E. coli expressing H. pylori AddAB, absorbance growth | 0.29% of 330,000 active | AID 435030 | inhibition, % at 11.9 µM; in the data active = inhibition above about 12%;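 note: 0% = vehicle wells of infected cells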
# PfHsp90 set2 – inhibits growth of yeast expressing Plasmodium falciparum Hsp90; 0.32% of 310,000 active; inhibition, % at 9.4 µM; S. cerevisiae expressing PfHsp90, BacTiter-Glo ATP, 48 h; yeast lacking PDR1 and PDR3 efflux regulators;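 active = every replicate shows inhibition above about 80%, whatever the replicate mean, limit read from the data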;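 note: 0% = DMSO neutral controls and 100% = 20 µM radicicol positive controls; yeast relying on Plasmodium falciparum Hsp90 in place of its own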
# DAGLB inhibitor – diacylglycerol lipase beta (human) inhibition. HEK293T DAGLB membrane lysate, EnzChek fluorogenic substrate. Q8NCG7. AID 504411. inhibition, % at 5.17 µM. 0.059% of 340,000 active; in the data active = inhibition above about 34%;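 note: 0% = enzyme with vehicle and 100% = wells lacking enzyme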
# Target sequence (Q8NCG7 whole entry, looked up): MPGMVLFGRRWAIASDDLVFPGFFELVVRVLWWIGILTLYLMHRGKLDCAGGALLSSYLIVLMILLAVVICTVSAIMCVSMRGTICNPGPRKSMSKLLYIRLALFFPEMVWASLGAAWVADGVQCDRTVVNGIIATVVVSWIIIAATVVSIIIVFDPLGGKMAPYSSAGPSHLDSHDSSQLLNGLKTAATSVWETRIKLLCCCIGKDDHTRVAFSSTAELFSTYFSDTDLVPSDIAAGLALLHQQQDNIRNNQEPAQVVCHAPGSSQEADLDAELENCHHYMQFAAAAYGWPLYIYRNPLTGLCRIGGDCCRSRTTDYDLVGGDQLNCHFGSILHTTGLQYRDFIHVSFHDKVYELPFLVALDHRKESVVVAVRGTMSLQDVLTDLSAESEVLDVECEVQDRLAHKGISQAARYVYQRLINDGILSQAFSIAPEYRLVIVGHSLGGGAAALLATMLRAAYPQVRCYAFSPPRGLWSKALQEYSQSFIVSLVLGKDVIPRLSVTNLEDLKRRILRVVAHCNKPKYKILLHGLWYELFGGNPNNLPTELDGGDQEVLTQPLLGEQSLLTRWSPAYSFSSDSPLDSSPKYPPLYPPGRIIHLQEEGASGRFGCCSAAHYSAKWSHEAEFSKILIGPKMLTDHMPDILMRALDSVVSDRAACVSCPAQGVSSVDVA
# Tat transport – blocks Tat-dependent protein export in E. coli | E. coli MC4100 TorA-mCherry Tat export, fluorescence | inhibition, % at 10 µM | 0.036% of 340,000 active | AID 488895;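 active = mean replicate inhibition at least 50% and at least half of replicates individually reaching 50%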;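 note: exported cargo escapes ClpAP degradation while cytoplasmic cargo is degraded and loses fluorescence; 0% = median of neutral control wells and 100% = median of NaSCN control wells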
# PvdQ acylase – P. aeruginosa PvdQ acylase inhibition; inhibition, % at 10 µM; purified PvdQ acylase, fluorescence plate reader; 0.063% of 340,000 active; in the data active = inhibition above about 30%, passing the limit was not always enough;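 note: 0% = vehicle neutral wells and 100% = reference inhibitor wells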
# Active calls of the source: *; x = no result given; & = joins results of further samples.
smiles,phage Ecoli inh,CAL PDZ FP,Rtt109 Vps75,Ecoli viability,Wnt act,AddAB inh,PfHsp90 set2,DAGLB inhibitor,Tat transport,PvdQ acylase
COc1ccc(N2CCN(C(=O)c3cccn4c(=O)c5ccccc5nc34)CC2)cc1,1.1,-0.5,-2.0,2.3,0.6,-0.4,-16.1,-0.4,4.5,-5.8
CCCn1nnnc1NCc1ccc(OC)cc1OC,0.5,-1.2,-1.1,0.9,0.0,2.8,16.4,2.3,0.8,-5.1
Cc1sc(NC(=O)c2ccco2)c(CN2CCN(c3ccccc3)CC2)c1C,3.1,0.2,-1.0,5.9,-4.9,7.7,6.9,-7.5,2.7,-9.8
O=C(CNC(=O)c1ccco1)N/N=C/c1ccccc1[N+](=O)[O-],0.6,-0.7,-2.9,0.8,2.4,1.1,-15.2,-1.7,-5.4,-13.3
O=C(Nc1cccc2ccccc12)c1ccc(F)cc1,0.0,-0.6,2.4,1.1,7.2,2.4,4.0,-3.0,-1.0,-6.6
COc1cccc(C(c2nnnn2Cc2ccc(F)cc2)N2CCC(C(N)=O)CC2)c1OC (stereo unspecified),2.6,0.1,2.2,0.7,x,2.5,-8.7,-4.8,5.9,4.0
CCOC(=O)c1ccc(CNC(=O)C2CCCCC2C(=O)OCC(F)(F)F)o1 (stereo unspecified),0.3,-1.0,-5.6,1.2,x,2.1,-3.6,-3.1,-2.3,-1.7
CCOc1ccc([C@@H]2CC=C(C(=O)O)[C@H](c3ccc(F)cc3)N2S(=O)(=O)c2ccc(C)cc2)cc1,0.0,-5.0,11.0,-0.4,-1.2,0.8,3.6,5.5,-2.4,-6.8
CCOC(=O)c1c(C)[nH]c(C(=O)COC(=O)COc2ccc(OC)cc2)c1C,3.3,-0.7,-6.0,-1.1,-4.6,-0.5,-5.7,-3.9,-5.2,-17.7
CN(C)S(=O)(=O)c1ccc(Cl)c(NC(=O)COC(=O)CC(NC(N)=O)c2ccc(Cl)cc2)c1 (stereo unspecified),3.8,-1.6,2.6,-1.6,3.0,2.7,-0.4,3.2,-0.8,-13.4
O=C1CCCc2[nH]c3cccc(/C(=C/c4ccccc4)c4ccccc4)c3c21,4.4,0.3,1.0,1.5,-1.9,2.9,-47.1,-1.2,-1.0,12.8
CCN(CC)c1ccc(/C=N\NC(=O)c2cccc3cc[nH]c23)cc1,3.2,1.5,0.3,0.2,1.0,0.0,-5.7,-2.0,-4.1,-5.7
O=C(COC(=O)c1ccc(Br)cc1)NC(=O)NCc1ccccc1,0.9,1.2,2.7,-1.9,1.3,1.8,-4.3,0.5,-0.9,-13.5
CSCCC(NC(=O)/C(=C/c1ccco1)NC(=O)c1ccc(Br)o1)C(=O)O (stereo unspecified),1.8,-0.4,x,-2.6,0.8,2.5,9.6,-2.6,2.2,-26.5
COC(=O)Nc1ccc(S(=O)(=O)N2CCN(CCN3C(=O)C4C5C=CC(C5)C4C3=O)CC2)cc1 (stereo unspecified),0.9,-0.2,-18.9,0.2,x,1.6,0.5,-2.8,-4.4,-10.5

# Look-ups from above.
# PfHsp90 set2 result of `O=C1CCCc2[nH]c3cccc(/C(=C/c4ccccc4)c4ccccc4)c3c21` reads -47.1
# PvdQ acylase result of `CCOC(=O)c1ccc(CNC(=O)C2CCCCC2C(=O)OCC(F)(F)F)o1` (stereo unspecified) reads -1.7

# (continued)
smiles,phage Ecoli inh,CAL PDZ FP,Rtt109 Vps75,Ecoli viability,Wnt act,AddAB inh,PfHsp90 set2,DAGLB inhibitor,Tat transport,PvdQ acylase
COc1c(Cl)cc(C(=O)Nc2ccccc2-c2ccccc2)cc1Cl,2.3,-0.1,3.8,-0.4,x,-0.8,-15.4,-20.0,-6.0,-6.0
COC(=O)c1nn(-c2cccc(C(F)(F)F)c2)ccc1=O,2.2,-1.0,-5.5,-3.4,-3.3,0.8,10.4,0.6,-2.5,-1.6
O=C(O)c1cn(-c2ccc(F)cc2)c(=O)c2ccccc12,1.7,-0.1,-1.9,-0.6,0.6,1.5,-14.5,1.1,0.0,-5.1
CCc1ccc(C2CC(c3cccc(Cl)c3)n3nc(N)nc3N2)cc1 (stereo unspecified),1.8,-0.5,1.1,-1.5,-0.3,1.4,-1.2,3.9,-1.5,-5.2
CN(C(=O)c1cncc(Br)c1)c1c(N)n(Cc2ccccc2)c(=O)[nH]c1=O,2.2,-2.0,1.5,0.8,-2.2,3.4,16.7,0.1,-0.1,2.8
Cc1ccc(NC(=O)CSc2nc3[nH]ncc3c(=O)[nH]2)cc1,1.8,-1.9,-7.4,2.0,-3.8,0.4,x,-0.6,-5.2,-5.8
CN1C(=O)CC(N2CCN(c3ccc(Cl)c(Cl)c3)CC2)C1=O (stereo unspecified),1.2,-0.7,0.0,-0.2,x,2.4,x,2.3,3.6,7.5
O=C(CNc1cccc2ccccc12)N/N=C/c1ccc[nH]1,1.1,-0.4,17.9,0.9,-9.7,1.5,13.7,-2.8,7.6,-3.7
Oc1cc2ccccc2cc1-c1n[nH]c(=S)n1Cc1ccco1,4.8,-2.7,-5.7,-1.0,-0.1,-1.8,-19.3,1.5,-5.9,1.3
O=C(NNC(=S)NC(=O)C12CC3CC(CC(C3)C1)C2)c1ccncc1,3.0,-2.0,0.0,-0.9,-0.3,-2.1,61.6,2.1,-17.4,-3.5
COc1ccc(OC)c(S(=O)(=O)NC2CCCCC2)c1,-0.1,-1.9,-1.4,-0.1,-0.6,-0.2,-13.5,0.9,-7.0,-4.4
Cc1ccc(N2CCN(S(=O)(=O)N(C)C)CC2)c(C)c1,2.8,-0.3,8.7,3.3,0.7,-2.1,7.0,-1.3,3.6,-0.6
Nc1ncc(Br)cc1S(=O)(=O)NCCC(=O)Nc1cccc(Cl)c1,0.5,-1.1,8.9,0.4,x,-2.6,3.9,-0.3,11.8,-7.3
CC(C)NC(=S)N/N=C/c1ccccc1[N+](=O)[O-],0.8,-4.6,2.7,-1.8,-0.7,-0.7,5.8,-0.6,4.1,-1.4
Cc1ccc(C)c(S(=O)(=O)N2CCN(C(=O)CN3C(=O)C4CC=CCC4C3=O)CC2)c1 (stereo unspecified),4.4,0.2,-6.3,x,-2.9,x,33.5,-1.2,-3.8,-14.3
Cc1ccc(S(=O)(=O)NC(=O)N2CCN(Cc3c(F)cccc3Cl)CC2)cc1,2.8,0.1,-17.8,-0.8,-0.5,3.3,14.8,0.3,3.6,-20.0
Cc1ccc(C)c(S(=O)(=O)N2CCN(CC(=O)NC(=O)NCc3ccco3)CC2)c1,-0.9,-1.3,10.1,1.1,1.4,-0.7,3.3,-1.2,-0.2,10.7
COc1ccc(-c2cc(C(=O)OCC(=O)c3cccc([N+](=O)[O-])c3)c3cc(C)ccc3n2)cc1,0.9,-3.3,x,1.6,3.2,1.2,-12.4,-1.8,0.5,1.1
COC(=O)c1ccc(C(=O)OC)c(NC(=O)COc2ccccc2OC)c1,2.8,-1.7,-8.8,-0.1,-6.0,-0.7,x,-3.8,-12.1,-12.2
Nc1ccc(S(=O)(=O)Nc2cnc3ccccc3n2)cc1,7.1&3.2,-0.2&0.0,2.7&7.4,3.5&4.8,-2.5&16.3,3.8&4.5,-9.1&4.8,1.6&-0.1,7.6&-6.7,-5.8&5.2
Cc1cccc(N2CCN(S(=O)(=O)c3c(C)[nH]c(C)c3C(=O)N3CCCCC3)CC2)c1C,0.8,-1.6,1.7,-1.2,-1.6,2.0,24.6,0.2,-2.8,-8.4
CC(=O)c1cccc(NC(=O)CSc2ccc(-c3ccco3)nn2)c1,2.3,-0.4,-3.5,0.4,-1.0,2.1,-18.6,2.7,-3.0,-6.5
Cc1cc(Cl)cc2sc(=S)[nH]c12,4.2,-0.4,1.4,x,1.6,x,-19.0,2.1,-2.4,-17.2
CCOC(=O)c1cc(CNC(=O)c2c(C)oc3c2CCCC3)c(C)o1,1.3,-0.3,7.8,-0.7,x,-0.2,12.2,1.7,-10.2,2.5
COC(=O)c1sc(S(=O)(=O)Nc2ccc(Br)cc2)c(C(=O)OC)c1C,1.6,0.2,3.5,-2.1,1.8,0.5,-15.2,3.2,4.6,6.0
C/C(=N\OCC(=O)OCC(=O)Nc1cc(S(C)(=O)=O)ccc1Cl)c1ccc2c(c1)OCO2,-1.2,-1.3,0.8,-0.7,1.0,0.9,1.5,-0.1,-5.8,-11.0
Nc1ccc(C(=O)Nc2ccc(NC(=O)c3ccco3)c(O)c2)cc1,5.1,1.0,2.8,0.7,5.2,1.9,12.5,-1.2,-0.9,-14.3
CS(=O)(=O)N1CCC(Oc2ccccc2C(=O)N2CCCCC2CO)CC1 (stereo unspecified),1.7,-2.1,-9.6,0.5,0.4,6.6,13.1,0.1,-0.7,-5.4
CN(C(=O)c1cccc(COc2ccc(Cl)cc2Cl)c1)c1ccccc1,4.9,-1.0,-13.1,-1.8,x,-0.5,4.2,-7.3,14.0,6.5
COc1cccc(CNC(=O)C(=O)NCCC2CCCCN2S(=O)(=O)c2ccccc2)c1 (stereo unspecified),2.1,-1.9,-3.7,-1.9,-2.0,-2.2,x,-0.8,5.9,-9.7

# Only PfHsp90 set2 (2 entries from above):
structure	PfHsp90 set2
Cc1cc(Cl)cc2sc(=S)[nH]c12	-19.0
CCOC(=O)c1cc(CNC(=O)c2c(C)oc3c2CCCC3)c(C)o1	12.2

# The listing continues.
Compound	phage Ecoli inh	CAL PDZ FP	Rtt109 Vps75	Ecoli viability	Wnt act	AddAB inh	PfHsp90 set2	DAGLB inhibitor	Tat transport	PvdQ acylase
CC1CN(C(=O)c2ccc(S(=O)(=O)Nc3ccccc3Cl)cc2)CC(C)O1 (stereo unspecified)	1.4	-1.3	-1.6	0.2	0.0	1.8	13.9	-2.0	0.6	-7.8
COc1ccc(CC(=O)Nc2cccc(-c3nnc(-c4ccccc4)o3)c2)cc1OC	-2.8	-4.2	-11.7	x	x	x	-2.6	-0.8	5.1	-7.3
COc1ccc(C(Nc2ccccn2)c2c(NC(=O)c3ccco3)sc(C)c2C)cc1 (stereo unspecified)	2.1	-2.6	-2.6	-0.5	-1.0	2.8	-13.1	4.7	1.9	-7.3
O=C(C/C=N\OCc1ccc([N+](=O)[O-])cc1)Nc1ccccc1	3.7	-2.6	2.3	-1.5	-0.7	5.1	-15.9	-2.3	2.2	-13.8
O=[N+]([O-])c1cnn(-c2nc(-c3ccccc3)cc(C(F)(F)F)n2)c1	-1.4	1.2	12.3	1.3	0.5	-0.3	5.1	0.7	-0.9	6.7
Cc1cc2nc(-c3cccnc3SCC(=O)NC(C)C)[nH]c2cc1C	-0.1	-1.4	-19.1	-0.3	4.0	2.0	0.9	-0.1	-7.1	-10.5

# Screens: PubChem BioAssay, several laboratories
